CHRM1 PAM = positive allosteric modulators of human M1 muscarinic receptor. P11229. CHO-K1 hM1, Fluo-8 calcium fluorescence, ACh EC20; 0% = ACh EC20, 100% = maximal ACh. activation, % at 3 µM. 0.088% of 360,000 active; in the data active means activation above about 19%, passing the limit was not always enough
M5 ag = CHRM5 agonism in calcium assay | P08912 | CHO-K1 hM5 cells, Fluo-8 calcium fluorescence; 0% DMSO wells, 100% maximal acetylcholine response | activation, % at 3 µM | 0.19% of 360,000 active;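 active means activation above the run's mean over test compounds plus 3 SD, cut at about 23% in these data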;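 further: signal is peak over basal fluorescence ratio across the kinetic read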
Target sequence (P08912 whole entry, looked up): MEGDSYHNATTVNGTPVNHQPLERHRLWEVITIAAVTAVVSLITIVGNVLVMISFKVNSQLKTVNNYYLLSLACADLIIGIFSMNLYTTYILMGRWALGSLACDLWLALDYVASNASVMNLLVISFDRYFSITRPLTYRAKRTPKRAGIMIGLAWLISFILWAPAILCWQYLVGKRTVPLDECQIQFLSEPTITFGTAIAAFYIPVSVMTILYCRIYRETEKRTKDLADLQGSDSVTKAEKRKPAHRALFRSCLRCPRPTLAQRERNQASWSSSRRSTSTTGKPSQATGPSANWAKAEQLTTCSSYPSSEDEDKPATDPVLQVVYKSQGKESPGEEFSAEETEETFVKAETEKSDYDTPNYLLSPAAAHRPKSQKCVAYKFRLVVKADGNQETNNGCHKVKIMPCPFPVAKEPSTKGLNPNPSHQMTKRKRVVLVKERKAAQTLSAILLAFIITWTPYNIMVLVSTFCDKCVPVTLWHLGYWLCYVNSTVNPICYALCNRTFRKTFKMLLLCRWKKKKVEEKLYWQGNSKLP
CRFR2-BP antag = blocks CRF-induced signaling of the CRF-BP/CRF-R2 complex. HEK293 CRF-R2/CRF-BP, CRF-induced calcium fluorescence. inhibition, % at 11.8 µM. 0.59% of 350,000 active. AID 588475;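 active means inhibition of the ligand-induced calcium signal above about 50% at the single tested concentration, limit read from the data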
CRFR2-BP ag = agonists of human CRF-binding protein/CRF-R2 receptor complex; activation, % at 13.2 µM; 0.46% of 350,000 active; HEK293 CRF-R2/CRF-BP, calcium dye fluorescence (FLIPR); percent of saturating CRF peptide response;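 active means activation of at least 50%, plus an integration ratio under a set limit after plate pattern correction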;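 further: plate controls were neutral control wells without compound for no effect and CRF at EC100 for full effect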
M5 PAM = CHRM5 positive allosteric modulation. activation, % at 3 µM. AID 624038. P08912. CHO-K1 hM5, Fluo-8 calcium, ACh EC20 PAM; 0% = ACh EC20, 100% = ACh EC100. 0.3% of 360,000 active;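 active means activation above the run cutoff, the mean activation of all test compounds plus 3 SD, cut at about 18% in these data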
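Measured by: Fluo-8 calcium fluorescence; material: human M5 receptor in CHO-K1 cells; schedule: Post-acetylcholine fluorescence recording 140 s; benchmarks: low control EC20 acetylcholine (0%), high control EC100 acetylcholine (100%); read-out: Max/basal fluorescence ratio as % of EC20–EC100 ACh window; compound: single dose, 3 µM nominal final test concentration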
M4 PAM = CHRM4 positive allosteric modulation | CHO-K1 hM4/Gqi5, Fluo-8 calcium fluorescence, ACh EC20; 0% = ACh EC20, 100% = maximal ACh | activation, % at 3 µM | 0.4% of 360,000 active | AID 624126;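 active means activation above its plate's cutoff, the mean activation of sample wells plus 3 SD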; further: some results filed as inactive read as strong as hits
Target sequence (P08173 whole entry, looked up): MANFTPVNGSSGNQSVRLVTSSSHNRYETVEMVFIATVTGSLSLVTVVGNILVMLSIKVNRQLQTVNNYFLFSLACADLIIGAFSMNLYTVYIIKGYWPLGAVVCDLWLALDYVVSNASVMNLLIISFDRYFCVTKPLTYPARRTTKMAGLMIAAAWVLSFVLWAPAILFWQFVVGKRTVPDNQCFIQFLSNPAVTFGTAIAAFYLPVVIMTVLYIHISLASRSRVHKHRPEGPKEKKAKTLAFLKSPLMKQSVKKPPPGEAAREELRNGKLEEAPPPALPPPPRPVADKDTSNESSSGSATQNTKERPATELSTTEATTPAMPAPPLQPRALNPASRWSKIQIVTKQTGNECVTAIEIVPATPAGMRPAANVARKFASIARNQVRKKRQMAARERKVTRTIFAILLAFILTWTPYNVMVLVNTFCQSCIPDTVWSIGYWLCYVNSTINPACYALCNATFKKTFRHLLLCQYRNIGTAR
CHRM4 agonist = agonists of human muscarinic M4 receptor (CHRM4) | P08173 | CHO-K1 hM4/Gqi5, Fluo-8 calcium fluorescence; vehicle 0%, full acetylcholine response 100% | activation, % at 3 µM | 0.14% of 360,000 active;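 active means activation above the run mean over all test wells plus 3 SD, cut at about 32% in these data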;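 further: peak over basal fluorescence ratio per well then scaled between controls; 0% = DMSO wells and 100% = acetylcholine at EC100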
M4 antag = CHRM4 antagonism in calcium assay; P08173; CHO-hM4 cells, ACh EC80, Fluo-8 calcium fluorescence; inhibition, % at 3 µM; 0.73% of 360,000 active;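 active means inhibition above its plate's cutoff, the mean inhibition of sample wells plus 3 SD, cut at about 27% in these data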;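 further: 0% = acetylcholine EC80 with DMSO and 100% = DMSO without agonist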
CHRM5 antagonist = antagonists of human muscarinic M5 receptor (CHRM5) | P08912 | CHO-hM5 cells, Fluo-8 calcium fluorescence, ACh EC80 | inhibition, % at 3 µM | 0.59% of 360,000 active;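 active means inhibition above a per-plate cutoff, the mean of that plate's test compounds plus 3 SD, cut at about 27% in these data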;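 further: 0% = acetylcholine EC80 with DMSO and 100% = DMSO without agonist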
* hit, by the source's call; / = no result given. The order is random; overall some 2.6% were active at least once.

The line under a structure holds: M5 PAM | M5 ag | M4 PAM | CRFR2-BP ag | CHRM5 antagonist | M4 antag | CHRM1 PAM | CRFR2-BP antag | CHRM4 agonist
C=CCN1c2ccccc2Sc2cnccc21
 : -6 | -2 | -3 | -1.9 | 11 | -16 | 0 | -5 | 1
COc1ccc(OC)c(NC(=O)CSc2nc(=O)n(Cc3ccccn3)c3c2CCC3)c1
 : 5 | -4 | -5 | -1.2 | -1 | 3 | -5 | 2 | 0
CCCc1cc(C(=O)Nc2cccc([N+](=O)[O-])c2)cs1
 : -14 | -4 | -5 | 0.1 | 1 | -1 | 3 | -8 | 9
CC(C)(C)c1ccc(-c2nc3n(c(=O)c2C#N)CCS3)cc1
 : -2 | -5 | 1 | -1.4 | 12 | 2 | 6 | -1 | -1
COc1ccc(NC(=O)CSCCc2ccccn2)cc1OC
 : 2 | 1 | -6 | -0.2 | 6 | 6 | 4 | -9 | 1
Cc1ccccc1C(=O)Nc1nnc(-c2ccc(F)cc2)o1
 : -2 | 1 | -3 | 0.6 | 0 | -3 | 0 | -18 | 1
O=S(=O)([N-]c1nc2ccccc2nc1-[n+]1ccc(Cc2ccccc2)cc1)c1ccc(Br)s1
 : 2 | -1 | -1 | 0.7 | -4 | -6 | 12 | 12 | 1
CC(=O)c1ccc(N2CCN(CC3CCCCC3)CC2)cc1
 : -6 | -7 | -13 | -0.2 | 7 | -1 | -6 | -2 | 2
Cc1nc(SCC(=O)Nc2ccc(F)cc2)c(C#N)c(C)c1CC(=O)c1ccc(Br)cc1
 : -3 | 0 | -7 | 5.8 | 4 | -3 | -1 | -5 | 0
O=C(COc1ccc(S(=O)(=O)N2CCCC2)cc1Cl)NCc1cccnc1
 : 4 | -2 | 3 | 1.9 | 6 | 2 | 7 | -12 | 2

(further entries)
The line under a structure holds: M5 PAM | M5 ag | M4 PAM | CRFR2-BP ag | CHRM5 antagonist | M4 antag | CHRM1 PAM | CRFR2-BP antag | CHRM4 agonist
COc1ccc(F)cc1CN1CCN(C(=O)CCC(=O)Nc2nnc(C(C)C)s2)CC1
 : -2 | -3 | -3 | 6.0 | -2 | 3 | 3 | 26 | 2
CN1CCN(C(=O)c2ccc(N(C)S(=O)(=O)c3cccs3)cc2)CC1
 : 0 | -1 | -1 | -1.1 | 7 | 7 | 13 | 12 | 1
COc1ccc(N2CC(C(=O)N[C@@H](C)C(=O)NC(C)c3ccccc3)CC2=O)cc1 (stereo not given in full)
 : -5 | -1 | -1 | 1.8 | 14 | 2 | 10 | -9 | 0
COc1ccccc1CNC(=O)OCc1nccnc1C(=O)Nc1ccc(Br)cn1
 : 3 | -1 | 3 | 0.5 | 2 | -3 | 15 | -11 | 1
CCOc1ccc(CN(C)C(=O)c2ccc(=O)[nH]c2)cc1
 : 4 | 0 | -3 | 0.0 | 1 | 4 | 9 | -9 | 1
CC1Oc2ccccc2N(CC(=O)N2CCc3ccccc32)C1=O (stereo not given)
 : -1 | -2 | -2 | -6.8 | 3 | -1 | -1 | -10 | -1
COc1ccc(N(CC(=O)Nc2ccc3c(c2)OCO3)S(=O)(=O)c2ccc(F)cc2)cc1
 : -7 | -1 | -1 | -0.1 | 16 | -10 | 2 | 9 | 6
O=C(CNC(=O)c1ccccc1Cl)Nc1ccncc1
 : 6 | 7 | 10 | -1.0 | 1 | 6 | 6 | 4 | 3
CCN(C(=O)COC(=O)Cc1c[nH]c2ccccc12)c1c(N)n(Cc2ccccc2)c(=O)[nH]c1=O
 : -2 | 6 | 1 | 0.2 | -2 | -6 | 4 | 12 | 1
Cc1cccc(OCCCCCn2ccnc2)c1
 : -5 | -3 | -2 | 0.4 | -1 | -17 | -3 | 10 | 3

Next section (2 carried over from the part before).
The line under a structure holds: M5 PAM | M5 ag | M4 PAM | CRFR2-BP ag | CHRM5 antagonist | M4 antag | CHRM1 PAM | CRFR2-BP antag | CHRM4 agonist
CCN(C(=O)COC(=O)Cc1c[nH]c2ccccc12)c1c(N)n(Cc2ccccc2)c(=O)[nH]c1=O
 : -2 | 6 | 1 | 0.2 | -2 | -6 | 4 | 12 | 1
Cc1cccc(OCCCCCn2ccnc2)c1
 : -5 | -3 | -2 | 0.4 | -1 | -17 | -3 | 10 | 3
Cc1ccc2nc(N3CC(=O)Nc4ccccc43)nc(-c3ccccc3)c2c1
 : -6 | -2 | 2 | 1.1 | 8 | 3 | 9 | -7 | 0
O=C(NCCN1CCCCC1)c1cc(COc2c(F)cccc2F)on1
 : 3 | -9 | -8 | 0.9 | 3 | 9 | -3 | -14 | 1
Cc1cc(C)c(C#N)c(SCC(=O)Nc2nonc2N)n1
 : -1 | -2 | 0 | -3.6 | 7 | -16 | -1 | -5 | 1
CCN(CC(=O)Nc1c(F)cccc1F)C(=O)c1ccc(Cl)c(S(=O)(=O)N2CCCC2)c1
 : 1 | 2 | 2 | -0.9 | 4 | -6 | -3 | 4 | 1
CCOC(=O)Cn1c(=N)n(Cc2ccccc2F)c2ccccc21
 : 6 | -7 | 16 | 0.5 | -4 | -18 | -4 | -15 | 2
CSc1ccccc1NC(=O)Nc1cccc2ccccc12
 : 6 | -2 | 6 | -1.9 | -7 | -4 | 2 | -3 | 0
O=C(COC(=O)c1cc(S(=O)(=O)N2CCCCC2)ccc1N1CCOCC1)NC1CCS(=O)(=O)C1 (stereo not given)
 : 5 | -3 | 5 | 1.1 | 8 | -5 | 9 | 5 | 2
CC1(C)Oc2ccc(C(=O)N3CCCCC3)cc2N(CC(=O)NCc2ccccc2)C1=O
 : 6 | -6 | 0 | -2.0 | 3 | 8 | 1 | 46 | 2
O=c1c2ccccc2ncn1-c1ccc(Br)cc1[N+](=O)[O-]
 : 2 | -6 | -3 | -1.2 | 4 | 0 | 6 | 2 | 2
COc1ncnc2sc(-c3ccccc3)cc12
 : -1 | -2 | 7 | -2.1 | 5 | -3 | -3 | -2 | -1

The results go on.
The line under a structure holds: M5 PAM | M5 ag | M4 PAM | CRFR2-BP ag | CHRM5 antagonist | M4 antag | CHRM1 PAM | CRFR2-BP antag | CHRM4 agonist
COC(=O)c1ccc(NC(=S)N2CCN(C)CC2)cc1
 : -6 | -2 | -4 | -0.6 | 1 | -3 | 7 | 2 | 1
CCCN(Cc1cc2cc(C)ccc2[nH]c1=O)C(=O)c1cccc([N+](=O)[O-])c1
 : 4 | 1 | -6 | -2.6 | 4 | 8 | 7 | -11 | 0
CN(CC(=O)Nc1cccc(C(F)(F)F)c1)C1=NS(=O)(=O)c2ccccc21
 : -1 | 1 | 0 | 0.0 | 2 | -8 | -3 | -12 | 5
CCCOc1ccc(N2C(=O)CC(N3CCC(C(=O)OCC)CC3)C2=O)cc1 (stereo not given)
 : -2 | 2 | 11 | -1.0 | 4 | -5 | 8 | 16 | 3
CCCNS(=O)(=O)c1ccc(CCC(=O)NCC2CCCO2)cc1 (stereo not given)
 : -8 | 0 | 2 | -1.2 | 4 | 0 | 6 | -3 | 1
Cc1nn(-c2ccccc2)c(=S)n1-c1ccccc1
 : 0 | -12 | -5 | -1.2 | -9 | -1 | -2 | 5 | 0
COC(=O)c1oc2c(c1C)C1(CCC2)SCCS1
 : -8 | -7 | -3 | 0.0 | 5 | -19 | -21 | -13 | -1
COc1cc(NC(=O)c2cccs2)c(C(=O)OCC(=O)NCc2ccco2)cc1OC
 : -12 | -1 | -11 | -0.1 | 5 | -4 | -3 | 11 | 6
Cc1nnc(N/N=C/c2ccccn2)[nH]c1=O
 : 6 | 0 | 19 | 1.1 | 0 | 10 | 9 | 4 | 0
COC(=O)CCN(C(=O)c1ccc([N+](=O)[O-])cc1)c1ccccn1
 : 13 | -13 | -9 | -1.4 | -7 | -29 | 4 | -1 | 1

Continuation:
The line under a structure holds: M5 PAM | M5 ag | M4 PAM | CRFR2-BP ag | CHRM5 antagonist | M4 antag | CHRM1 PAM | CRFR2-BP antag | CHRM4 agonist
COc1cccc2cc(C(=O)NCc3ccc(C)cc3)c(=O)oc12
 : -1 | -4 | 2 | -3.6 | 0 | -4 | 7 | -7 | 1
NC(=O)c1nsc(C(=O)N(c2ccc(F)cc2)C(C(=O)NCC2CCCO2)c2c[nH]c3ccccc23)c1N (stereo not given)
 : 2 | -1 | 1 | 1.3 | 13 | -7 | 20 | -13 | 6
CCN(c1ccccc1)S(=O)(=O)c1cc(CN2C(=O)c3cccnc3C2=O)ccc1OC
 : -3 | -2 | 0 | 0.0 | 16 | 4 | 0 | 6 | 2
O=C(/C=C/c1cccs1)Nc1nccs1
 : 0 | 2 | 0 | -0.1 | -3 | -2 | 11 | 5 | 2
OCCC#Cc1ccc(N2C(c3ccsc3)=Cc3ccc(F)cc3C2c2c[nH]c3ccccc23)cc1 (stereo not given)
 : -4 | -6 | -1 | / | 5 | 3 | / | / | 0
CCCCOc1ccc(C(=O)NCC(=O)NCC(c2ccc(OC)cc2)N2CCCC2)cc1 (stereo not given)
 : 2 | -6 | -4 | 0.8 | 0 | -2 | -6 | -19 | 0
COc1ccc(C(=O)N/C(=C/c2ccccc2F)C(=O)NCCN2CCOCC2)cc1OC
 : -4 | -3 | 2 | 7.3 | 8 | -9 | 7 | 9 | 1
Cc1ccc(NS(=O)(=O)c2cccc(C(=O)NCCCN3CCCC3=O)c2)cc1
 : 4 | -4 | -1 | -0.2 | 5 | 1 | 6 | -7 | 0
CCCN(C(=O)Cc1nc(N)n[nH]1)C1(C(=O)Nc2ccccc2C)CCCCC1
 : 4 | 4 | -6 | -0.6 | 3 | 5 | 12 | -1 | 1
CN(C)c1cc(NC(=O)CNC(C)(C)CC(C)(C)C)c2ccccc2n1
 : 0 | -3 | 1 | -0.6 | -14 | -4 | -1 | -67 | 1
CCCN(CCC)C(=O)CC(c1ccccc1)c1ccc(C)cc1O (stereo not given)
 : -3 | -4 | -4 | -5.2 | 4 | 3 | -2 | 45 | -1
Cc1ccc(CN2CCN(Cc3cccc(C)n3)CC2CCO)cc1 (stereo not given)
 : 7 | -7 | 1 | 0.3 | -2 | -5 | 10 | 5 | 1
Cc1cc2ccccn2c1C(=O)c1cccc(F)c1
 : 2 | -4 | 5 | -0.6 | -7 | -31 | -1 | -3 | -2

Structures above that have a thiophene ring, fused or not:
The line under a structure holds: M5 PAM | M5 ag | M4 PAM | CRFR2-BP ag | CHRM5 antagonist | M4 antag | CHRM1 PAM | CRFR2-BP antag | CHRM4 agonist
CCCc1cc(C(=O)Nc2cccc([N+](=O)[O-])c2)cs1
 : -14 | -4 | -5 | 0.1 | 1 | -1 | 3 | -8 | 9
O=S(=O)([N-]c1nc2ccccc2nc1-[n+]1ccc(Cc2ccccc2)cc1)c1ccc(Br)s1
 : 2 | -1 | -1 | 0.7 | -4 | -6 | 12 | 12 | 1
CN1CCN(C(=O)c2ccc(N(C)S(=O)(=O)c3cccs3)cc2)CC1
 : 0 | -1 | -1 | -1.1 | 7 | 7 | 13 | 12 | 1
COc1ncnc2sc(-c3ccccc3)cc12
 : -1 | -2 | 7 | -2.1 | 5 | -3 | -3 | -2 | -1
COc1cc(NC(=O)c2cccs2)c(C(=O)OCC(=O)NCc2ccco2)cc1OC
 : -12 | -1 | -11 | -0.1 | 5 | -4 | -3 | 11 | 6
O=C(/C=C/c1cccs1)Nc1nccs1
 : 0 | 2 | 0 | -0.1 | -3 | -2 | 11 | 5 | 2
OCCC#Cc1ccc(N2C(c3ccsc3)=Cc3ccc(F)cc3C2c2c[nH]c3ccccc23)cc1 (stereo not given)
 : -4 | -6 | -1 | / | 5 | 3 | / | / | 0

Screening data deposited in PubChem by several laboratories.
